Screening results as filed in PubChem.
Sm TGR block – blocks Schistosoma mansoni thioredoxin glutathione reductase | purified TGR, DTNB reduction, TNB absorbance 405 nm | AID 485364 | Q962Y6 | Potency, µM (titrated, usually from 114 µM), for the others: at the highest dose activity change, negative = inhibition, hits mostly inhibitors | hit rate 3% among 360,000; further: potency means the concentration at half of the fitted maximal effect; on the % scale 0 is the no-effect control and ±100 the full control effect; nearly all actives have a fitted effect of over 60% in size
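Kinetic colorimetric format: TGR-catalysed, NADPH-driven DTNB reduction monitored via TNB absorbance. Enzyme dispensed at 20 nM; compound exposure 15 min at room temperature before reaction start.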
Shiga inhibitor – Shiga toxin inhibition; inhibition, % at 38.7 µM; Vero cells, Shiga toxin protein synthesis inhibition reporter; hit rate 9.2% among 290,000; in the data active means inhibition mostly above about 28%, no sharp cut-off; inactive means mostly below about 43%; further: 0% is about no effect
Pf growth 48h – inhibits P. falciparum growth in the first generation, 48 h. P. falciparum luciferase growth in erythrocytes, 48 h. Potency, µM (series often up to 28.7 µM), for inactives: at the top dose activity change, negative = inhibition, most hits filed as inhibitors. hit rate 5.9% among 310,000. AID 504832; further: potency means the concentration at half of the fitted maximal effect; on the % scale 0 is the no-effect control and ±100 the full control effect
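A one-generation exposure of luciferase-tagged malaria parasites in RPMI 1640/Albumax erythrocyte culture, 37 C and 5% CO2. Inhibition is inferred from decreased luminescence after adding detection reagent.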
Cycloheximide cs – affects cycloheximide protein synthesis inhibition readout, counter-screen. cell reporter, cycloheximide protein synthesis inhibition counterscreen. max response, %. hit rate 12% among 300,000. AID 2314; in the data active means max response mostly above about 13%, no sharp cut-off; inactive means mostly below about 14%; further: read at 38.3 µM for the half of the compounds with a filed dose; 0% is about no effect
Pf growth 96h – inhibits malaria parasite growth, 96 h; P. falciparum luciferase reporter growth, 96 h; Potency, µM (series often up to 28.7 µM), for inactives: at the top dose activity change, negative = inhibition, actives largely listed as inhibitors; hit rate 6.9% among 320,000; AID 504834; further: potency means the concentration at half of the fitted maximal effect; on the % scale 0 is the no-effect control and ±100 the full control effect
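Compounds incubated with erythrocytes infected by luciferase-expressing P. falciparum (2% hematocrit, 0.05% parasitemia final) for 96 hours, 37 C in 5% CO2. Growth inhibition scored as decreased luciferase luminescence.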
Giardia FBPA inh – inhibitors of Giardia lamblia fructose-1,6-bisphosphate aldolase; A8B2U2; purified Giardia FBPA; Potency, µM (doses to about 59.6 µM), without a hit: at the highest dose activity, negative = inhibition, actives largely listed as inhibitors; hit rate 0.71% among 290,000; AID 2451; further: potency means the concentration at half of the fitted maximal effect; on the % scale 0 is the no-effect control and ±100 the full control effect; nearly all actives have a fitted effect of over 55% in size
Target sequence (A8B2U2 whole entry, looked up): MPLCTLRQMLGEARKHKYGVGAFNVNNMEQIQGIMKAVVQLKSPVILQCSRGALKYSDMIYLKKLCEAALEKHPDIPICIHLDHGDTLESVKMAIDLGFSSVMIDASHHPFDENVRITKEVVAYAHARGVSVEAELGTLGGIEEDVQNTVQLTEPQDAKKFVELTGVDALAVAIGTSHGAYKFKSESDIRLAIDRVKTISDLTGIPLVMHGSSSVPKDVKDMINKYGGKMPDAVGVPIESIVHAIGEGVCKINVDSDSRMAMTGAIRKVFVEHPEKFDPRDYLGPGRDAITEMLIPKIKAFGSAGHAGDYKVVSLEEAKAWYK
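Giardia FBPA (40 nM reagent) was preincubated 10 min at RT with compound (up to 57.5 uM final), then substrate plus GAPDH/TPI/NAD/arsenate coupling system with diaphorase/resazurin was added; resorufin fluorescence (525/598 nm) was read after 20 min.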
* hit, by the source's call; ? = inconclusive; . = not tested or not shown; & = joins results of further samples; [ ] = dose if it differs, or a comment. Unless noted, the call rests on the fitted dose curve; in most records, active means well fitted curve in the direction sought with a large enough effect; inconclusive means small, poorly fitted or top-dose-only effect, or another doubt; inactive means no such curve, though single readings can be large; an effect the other way counts as inactive or inconclusive.

no.	Compound	Sm TGR block	Shiga inhibitor	Pf growth 48h	Cycloheximide cs	Pf growth 96h	Giardia FBPA inh
1	CCCSc1nnc(N2C(=O)C(O)=C(C(=O)c3ccco3)C2c2ccccc2F)s1 (configuration not stated)	7.1µM*	-3	-1%	10	11%	?
2	CCNc1nc(NC(C)C)nc(NS(=O)(=O)c2ccc(C)cc2)n1	9%	1	0%	-2	338%[activator]	28µM*
3	CC(CN1CCCCC1)OC(=O)c1ccc2c(c1)OCO2 (configuration not stated)	-19%	24	-8%	25*	-16%	-5%
4	CC1(c2nnc(-c3ccc(F)cc3)o2)CC(c2c(Cl)cccc2Cl)=NO1 (configuration not stated)	14%	-3	42%[activator]	-4	62%[activator]	-4%
5	Cc1cc(C)c2c(=O)[nH]c(SCC(=O)N3CCOCC3)nc2n1	0%	-2	24%	-2	201%[activator]	-13%
6	Cc1cccc(NS(=O)(=O)c2cccc(C(=O)N3CCCCCCC3)c2)c1	-6%	.	?	.	?	.
7	Cc1cccc(Oc2ccc(S(=O)(=O)N3CCCCC3)cc2NC(=O)C2=COCCO2)c1	-9%	.	13µM*	.	?	.
8	COc1ccccc1NC(=O)CSc1nc(=O)n(Cc2ccncc2)c2c1CCCC2	-1%	.	?	.	?	.
9	O=S(=O)(c1ccc(F)cc1)N1CCc2ccccc2C1	-3%	-9	-4%	1	56%[activator]	-4%
10	COc1ccc(NC(=O)Nc2ccc(OCc3ccccc3)cc2)cn1	-11%	-11	?	-3	-12%	-14%
11	CCCc1cc(=O)[nH]c(SCC(=O)c2c(C)[nH]c3ccccc23)n1	-11%	-1	40%[activator]	-2	77%[activator]	0%
12	CC(C)NC(=O)Nc1cccs1	-32%	10	?	-3	?	1%
13	Cc1cccn2c(=O)c(/C=C(\C#N)C(=O)NCc3ccco3)c(N3CCCC(C)C3)nc12 (configuration not stated)	0%	14	?	-2	?	3%
14	CC(=O)N1CC2([N+](=O)[O-])CN(C(C)=O)CC([N+](=O)[O-])(C1)C2(C)C	-3%	-8	5%	-3	4%	0%
15	C=CCn1c(SCC(=O)Nc2nccs2)nnc1-c1ccco1	?	-7	-13%	6	51%[activator]	-1%
16	N#CC1=C(N)OC2=C(C(=O)CCC2)C1CCc1ccccc1 (configuration not stated)	-21%	-18	.	-3	.	-21%
17	O=C(Cc1cccs1)Nc1ccc(Cl)c(S(=O)(=O)N2CCOCC2)c1	1%	.	10µM*	.	?	.
18	Cn1c(=O)n(CCc2ccccc2)c(=O)c2c1nc1n2CCCN1Cc1ccccc1	0%	-6	?	-5	-26%	1%
19	CCOC(=O)/C(C#N)=C/Nc1ccccc1NS(=O)(=O)c1ccc2c(c1)OCCO2	1%	.	9.3µM*	.	12µM*	.
20	O=C(NCCCNC(=O)c1cc(Cl)ccc1Cl)c1cnccn1	-6%	-4	-9%	-2	11%	14%
21	CC(C)(C)OC(=O)N1CCC(c2c(C(=O)O)cnn2-c2ccccc2Cl)CC1	-2%	-9	-3%	-2	22%	12%
22	COc1ccc(Cl)cc1S(=O)(=O)NC(C)C(=O)NCc1ccc2c(c1)OCO2 (configuration not stated)	-1%	-7	7%	-4	-2%	17%
23	O=C(COc1cccc2ccccc12)N1CCN(c2ccccc2)CC1	-6%	-9	.	11	?	-10%
24	NCCc1c[nH]c2ccccc12	-15%	2	-8%	-1	?	1%&2%&0%
25	COc1cccc(CC2(CO)CCCN(CC3=Cc4cc(OC)ccc4OC3)C2)c1 (configuration not stated)	?	-9	?	-1	-2%	-3%
26	O=C(CN1C(=O)COc2ccccc21)N1CCCC1	10%	-3	?	-1	4%	16%
27	Cc1ccc(S(=O)(=O)N2CCN(Cc3cc(C(C)C)ccc3O)CC2)cc1	-27%	-8	10µM*	-2	10µM*	-1%
28	CCCN(CC(=O)Nc1cccc(S(N)(=O)=O)c1)CC(=O)Nc1ccc(F)c(F)c1F	-1%	-1	-1%	-1	3%	-7%
29	COc1ccc(CNC(=O)Cn2cc3c(n2)CCCCC3)cc1	4%	16	18%	3	-21%	0%
30	c1ccc2c(c1)nc1sccn12	0%	-7	29%	-1	96%[activator]	6%

no.	Compound	Sm TGR block	Shiga inhibitor	Pf growth 48h	Cycloheximide cs	Pf growth 96h	Giardia FBPA inh
31	COC(=O)c1c(O)cc(=O)n2c1CCCCC2	-1%	-20	-20%	-2	16%	0%
32	Cc1ccc(C(C)(C)C)c(OCCCn2ccnc2)c1	-16%	-7	?	-4	?	?
33	COc1ccc(/C=N/NC(=O)Cc2csc(Nc3cccc(C(F)(F)F)c3)n2)cc1C	-2%	-5	0%	-3	46%[activator]	-5%
34	Cc1cc(C(F)F)n2ncc(C(=O)NCc3ccccc3C(F)(F)F)c2n1	?	-18	-18%	-2	?	3%
35	O=[N+]([O-])c1ccc(N2CCCCC2)c(-c2nn[nH]n2)c1	.	-1	-2%	0	-3%	-8%
36	O=C(CCN1CCCCC1)c1ccc2c(c1)OCCO2	0%	2	-7%	14	1%	4%
37	CCC(CC)=C(C#N)C(=O)NC1CCCCC1	-1%	2	11%	6	-30%	4%
38	CC1CCCCC12NC(=O)N(CC(=O)c1ccc[nH]1)C2=O (configuration not stated)	?	-20	-3%	-4	13%	-14%
39	CC(NC(=O)c1ccco1)C(=O)OCC(=O)N1CCCCCC1 (configuration not stated)	-11%	.	-3%	.	-16%	.
40	CCOC(=O)C1=C(C)Nc2ncnn2C1c1cc(OC)ccc1OC (configuration not stated)	-2%	-13	4%	-3	114%[activator]	-4%
41	Cc1ccc(S(=O)(=O)N/N=C\c2cc3c(cc2Br)OCO3)cc1	-2%	-7	-2%	-2	-15%	-8%
42	O=C(O)c1ccc(-n2nncc2-c2ccccc2)cc1	5%	15	-10%	-8	29%	21%
43	CCc1cc(=O)oc2cc(C)cc(OC(C)C(=O)NC(Cc3c[nH]c4ccc(O)cc34)C(=O)O)c12 (configuration not stated)	-1%	-2	-12%	1	60%[activator]	-14%
44	COc1ccc(N=C2SCC(=O)N2c2ccc(OC)cc2)cc1	0%	-9	.	10	?	3%
45	CC(C)Oc1ccc(C(=O)NC(=S)Nc2ccc(CN3CCOCC3)cc2)cc1	-26%	-1	?	7	0%	-4%
46	CCC1=Nc2cc(C(=O)NCC3CCCO3)ccc2Sc2ccc(Cl)cc21 (configuration not stated)	8%	27	?	-2	?	-5%
47	CCOC(=O)C1CCCN(C(=O)c2cccc(S(=O)(=O)N(C)c3c(C)n(C)n(-c4ccccc4)c3=O)c2)C1 (configuration not stated)	-15%	-8	-4%	-2	-5%	.
48	COc1ccc(CNC(=O)COC(=O)CCc2c[nH]c3ccccc23)cc1	-5%	-2	-14%	9	-8%	-1%
49	CCC(=O)Nc1c(S(=O)(=O)c2ccccc2)c2nc3ccccc3nc2n1Cc1ccccc1	-4%	-13	-10%	1	?	-5%
50	CCc1ccc(S(=O)(=O)/N=C2\C=C(Nc3ccc(C(=O)O)cc3)C(=O)c3ccccc32)cc1	-9%	-14	2.3µM*	-4	3.7µM*	0.45µM*
51	COc1ccc(-c2ccc(C3C4C=CCC(C)C4C(=O)N3Cc3ccccc3)c(F)c2)cc1 (configuration not stated)	.	13	.	20	.	0%
52	CCOc1ccc(-c2nc3n(c(=O)c2C#N)CCS3)cc1	0%	2	?	0	0%	-2%
53	O=C(O)c1cc(N2C(=O)C3C4C=CC(C4)C3C2=O)ccc1N1CCOCC1 (configuration not stated)	2%	-4	5%	2	-9%	-1%
54	COc1ccc(C(=O)Nc2c3c(nn2-c2ccc([N+](=O)[O-])cc2)CS(=O)(=O)C3)cc1	-9%	-2	?	8	?	-6%
55	Cc1nn(CC(=O)Nc2ccc(C(=O)N3CCCC3)cc2)c(=O)c2ccccc12	2%	-11	6%	-2	9.3µM*	-1%
56	CCn1c(SCC(=O)Nc2ccccc2Cl)nnc1C1CC1	3%	6	14%	-2	24%	1%
57	Cc1ccc(C(=O)N2CCN(S(=O)(=O)c3sc(C(=O)O)c(C)c3C(=O)O)CC2)s1	2%	.	-17%	.	27%	.
58	CSc1cccc(CN2CCC(CO)(Cc3cccc(C(F)(F)F)c3)CC2)c1	11%	-12	?	-4	0%	-7%
59	O=C(CNC(=O)c1cccc(F)c1)OCC(=O)N1CCCc2ccccc21	2%	6	-1%	-3	-16%	-1%
60	COc1ccc(-c2cc(C(=O)Nc3cccnc3Cl)no2)cc1	4%	4	10%	-4	21%	-2%

Filtered by structure: those above with a tert-butyl group (two)
no.	Compound	Sm TGR block	Shiga inhibitor	Pf growth 48h	Cycloheximide cs	Pf growth 96h	Giardia FBPA inh
21	CC(C)(C)OC(=O)N1CCC(c2c(C(=O)O)cnn2-c2ccccc2Cl)CC1	-2%	-9	-3%	-2	22%	12%
32	Cc1ccc(C(C)(C)C)c(OCCCn2ccnc2)c1	-16%	-7	?	-4	?	?

Some entries already given, showing only Pf growth 48h:
no. | compound | Pf growth 48h
32 | Cc1ccc(C(C)(C)C)c(OCCCn2ccnc2)c1 | ?
33 | COc1ccc(/C=N/NC(=O)Cc2csc(Nc3cccc(C(F)(F)F)c3)n2)cc1C | 0%
34 | Cc1cc(C(F)F)n2ncc(C(=O)NCc3ccccc3C(F)(F)F)c2n1 | -18%
35 | O=[N+]([O-])c1ccc(N2CCCCC2)c(-c2nn[nH]n2)c1 | -2%
36 | O=C(CCN1CCCCC1)c1ccc2c(c1)OCCO2 | -7%
37 | CCC(CC)=C(C#N)C(=O)NC1CCCCC1 | 11%
38 | CC1CCCCC12NC(=O)N(CC(=O)c1ccc[nH]1)C2=O (configuration not stated) | -3%

(next part)
no.	Compound	Sm TGR block	Shiga inhibitor	Pf growth 48h	Cycloheximide cs	Pf growth 96h	Giardia FBPA inh
61	CCn1c(COc2ccccc2C)nnc1SCC(=O)CC(=O)Nc1ccccc1	-25%	-2	10µM*	5	26%	10%
62	Cc1ccc(NC(=O)c2ccccc2SCC(=O)N2CCCC2)cc1S(=O)(=O)N(C)C	-14%	4	?	2	6.6µM*	.
63	Cc1cc(C)c(C(=O)CSc2nc(C)cc(C)c2C(N)=O)c(C)c1	3%	-9	25%	-3	15%	-2%
64	CCC(=O)c1ccc(OCC(=O)OCC(=O)NC2CCCCCC2)cc1	1%	.	-18%	.	19%	.
65	CC(C(=O)NC1CCCCC1)N1CCN(C)CC1 (configuration not stated)	-11%	1	-9%	-4	-1%	?
66	CCOC(=O)c1sc2nc(CC(=O)OC)nc(N(C)CCc3ccccn3)c2c1C	4%	-10	-19%	-5	24%	-21%
67	O=C(N/C(=C\c1ccccc1)C(=O)N1CCOCC1)c1ccco1	8%	-11	-12%	5	?	-4%
68	COCCN(C(=O)C1CC1)c1nnc(-c2ccc(C)cc2)s1	2%	36	8%	6	?	6%
69	Cn1cnc(S(=O)(=O)NCc2ccc(Br)cc2)c1	6%	10	30%	8	?	1%

Single records (already shown).
CC(C(=O)NC1CCCCC1)N1CCN(C)CC1 (configuration not stated) across the screens: Sm TGR block: -11%; Shiga inhibitor: 1; Pf growth 48h: -9%; Cycloheximide cs: -4; Pf growth 96h: -1%; Giardia FBPA inh: ?
O=C(N/C(=C\c1ccccc1)C(=O)N1CCOCC1)c1ccco1 across the screens: Sm TGR block: 8%; Shiga inhibitor: -11; Pf growth 48h: -12%; Cycloheximide cs: 5; Pf growth 96h: ?; Giardia FBPA inh: -4%
CCOC(=O)c1sc2nc(CC(=O)OC)nc(N(C)CCc3ccccn3)c2c1C across the screens: Sm TGR block: 4%; Shiga inhibitor: -10; Pf growth 48h: -19%; Cycloheximide cs: -5; Pf growth 96h: 24%; Giardia FBPA inh: -21%
